High-throughput results: PubChem BioAssay, several laboratories
RGS4 block = inhibitors of human RGS4. P49798. HEK293 M3R/RGS4 inducible, Fluo-4 calcium flux; hits give high values; triggered by carbachol at its EC20. B-score at 10 µM. 310,000 compounds, 0.45% hits. AID 463165;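 active = B-score, a plate-corrected calcium signal, over three deviations above library mean, with baseline fluorescence within five deviations of library mean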;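 also: RGS4 expression induced by doxycycline in cells with stable M3 receptor; B-score is computed from the integrated fluorescence ratio over baseline after carbachol; higher B-score means a larger calcium signal and so more RGS4 inhibition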
Target sequence (P49798 whole entry, looked up): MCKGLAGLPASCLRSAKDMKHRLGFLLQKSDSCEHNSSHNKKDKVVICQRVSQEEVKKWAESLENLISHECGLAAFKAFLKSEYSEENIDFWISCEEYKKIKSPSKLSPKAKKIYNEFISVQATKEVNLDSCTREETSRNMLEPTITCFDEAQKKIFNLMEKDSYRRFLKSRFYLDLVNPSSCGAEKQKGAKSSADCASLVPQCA
SKKanGAS inh = SKKanGAS growth inhibition. inhibition, % at 7.5 µM. 300,000 compounds, 1.3% hits. AID 1662. S. pyogenes SKKanGAS, kanamycin growth, BacTiter-Glo, 6 h;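 active = mean replicate score, as percent of positive control median, at least 50; inconclusive = mean below 50 but one replicate at or above 50; inactive = mean and every replicate below 50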;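 also: strain carries kanamycin resistance gene driven by streptokinase promoter and grows in 40 µg/ml kanamycin; loss of luminescence reflects streptokinase promoter inhibition or plain growth inhibition; 0% = median of DMSO wells and 100% = positive control at its reference dose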
RGS4 act = potentiators or activators of RGS4. B-score at 10 µM. 310,000 compounds, 0.92% hits. HEK293 M3R/inducible RGS4, carbachol calcium flux Fluo4; hits give low values;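 active = B-score of the integrated calcium signal more than 4 SD below the library mean, with starting fluorescence not abnormally high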;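 also: negative B-score means reduced calcium response which marks RGS4 activation or potentiation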
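test system = HEK293 cells with stable M3R and inducible RGS4 | schedule = recording 10 s baseline at 1 Hz, 100 s post-agonist | technique = Fluo4-AM (2 µM) calcium-flux fluorescence, kinetic read | measure = Agonist-evoked peak-minus-minimum fluorescence over baseline, integrated ratio, B score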
MrgX1 agonist = human MrgX1 receptor agonism, primary screen | B-score at 10 µM | Q96LB2 | 310,000 compounds, 0.44% hits | AID 588627 | MrgX1-HEK293 cells, Fluo-4 calcium fluorescence, agonist mode; hits give high values;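 active = calcium response B-score plate-corrected fluorescence ratio at least 3 library SD, with starting fluorescence B-score inside 5 SD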
Target sequence (Q96LB2 whole entry, looked up): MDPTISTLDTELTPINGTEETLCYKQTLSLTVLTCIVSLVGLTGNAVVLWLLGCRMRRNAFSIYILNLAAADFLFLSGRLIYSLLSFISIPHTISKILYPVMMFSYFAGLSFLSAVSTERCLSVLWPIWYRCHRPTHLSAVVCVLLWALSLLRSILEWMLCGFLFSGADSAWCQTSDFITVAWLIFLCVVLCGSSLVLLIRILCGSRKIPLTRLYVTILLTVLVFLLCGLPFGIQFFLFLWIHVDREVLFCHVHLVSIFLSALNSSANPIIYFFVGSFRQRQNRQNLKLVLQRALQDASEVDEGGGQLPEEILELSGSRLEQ
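System – MrgX1-expressing HEK293 cells · Incubation – cells plated overnight, dye loaded 0.5 h 37 °C, 0.5 h room temperature · Technique – kinetic Fluo-4 NW fluorescence of intracellular calcium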
TRPC6 inh = blocks the mouse TRPC6 cation channel; HEK293-TRPC6, membrane potential dye, ACh-evoked depolarization; hits give low values; Q61143; 310,000 compounds, 1.1% hits; AID 2553; B-score at 10 µM;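 active = B-score under library mean minus 3 SD, initial fluorescence not abnormally high, positive integrated signal ratio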;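 also: B-score derived from integrated fluorescence ratio over the kinetic read; more negative B-score means stronger inhibition of depolarization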
Platelet DG rel = platelet dense granule release activity; human platelet-rich plasma, SFLLRN dense granule ATP release, luminescence; inhibition, %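 (compounds screened at 7.5 µM in platelet-rich plasma)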; 300,000 compounds, 0.22% hits; AID 1663;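 active = mean replicate score, as percent of positive control, at or above 50; inconclusive = mean below 50 but at least one replicate at or above 50; inactive = mean and every replicate below 50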
HIF activator = HIF pathway transcriptional activation. U2OS HRE-luciferase reporter, luminescence; normalized: DMSO 0%, desferrioxamine 100%. activation, % at 7.5 µM (by protocol). 300,000 compounds, 0.32% hits;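 active = mean activation of at least 10% of the iron chelator positive control signal, with at least half of replicates also reaching 10%; inconclusive = mean and replicate majority disagree about reaching 10%; inactive = mean and most replicates under 10%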
TRPC4 block = TRPC4 (mouse) channel inhibition. 300,000 compounds, 0.39% hits. Q9QUQ5. HEK293 TRPC4beta/mu-opioid, DAMGO-evoked Fluo4 calcium flux; hits give low values. B-score at 10 µM;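 active = B-score over 3 SD under the library average, no early fluorescence shift, positive overall ratio signal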
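Assay system – HEK293 line stably carrying TRPC4beta and mu-opioid receptor · Doses – single dose · Detection – Fluo4 calcium-dye fluorescence, kinetic read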
MrgX1 antagonist = antagonists of human MrgX1 receptor; AID 588676; MRGX1-HEK293 calcium flux, Fluo-4, BAM8-22 antagonism; hits give low values; 310,000 compounds, 1.3% hits; B-score at 10 µM; Q96LB2;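 active = calcium-response B-score plate-corrected more than 3 library SD below zero, starting fluorescence within 5 deviations, no agonist response on first addition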;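 also: peak minus trough fluorescence over baseline after final BAM8-22 challenge near maximal dose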
MrgX1 PAM = allosterically activates human MrgX1 receptor signaling | B-score at 10 µM | 310,000 compounds, 0.63% hits | MrgX1-HEK293, Fluo-4 calcium flux, FDSS; hits give high values | AID 588675 | Q96LB2;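 active = plate-corrected calcium response at least 3 library SD above typical, normal starting fluorescence, not activating the receptor alone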;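 also: compound read alongside a low EC10 to EC30 dose of BAM8-22 agonist; peak minus trough fluorescence over baseline measured at the second addition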
TRPC6 act = activators of mouse TRPC6 channel; 310,000 compounds, 0.13% hits; HEK293-TRPC6 membrane potential dye fluorescence; hits give high values; B-score at 10 µM; AID 2550; Q61143;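 active = B-score of the integrated fluorescence ratio above library mean plus 3 SD, and starting fluorescence ratio within library mean plus 5 SD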;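 also: higher score means more depolarization so channel activation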
* marks the source's active call; other numbers are inactive results; i = inactive; ? = inconclusive; . = not tested or not shown. Rows were taken by chance, and some 6.1% of all compounds hit somewhere here.

smiles | RGS4 block | SKKanGAS inh | RGS4 act | MrgX1 agonist | TRPC6 inh | Platelet DG rel | HIF activator | TRPC4 block | MrgX1 antagonist | MrgX1 PAM | TRPC6 act
Cc1cc(-n2c(C)cc(C(=O)CCl)c2C)no1 | i | -7 | i | i | i | 4 | 5.5 | i | i | 10* | i
O=C(COC(=O)CCN1C(=O)/C(=C\C=C\c2ccccc2)SC1=S)Nc1cc(F)ccc1F | i | 2 | i | i | i | 9 | -3.8 | i | i | i | i
Cc1ccc(NC(=S)NCc2ccc(F)cc2)c(C)c1 | i | 2 | i | i | i | -5 | 0.3 | i | i | i | i
CCc1ccc(OCC(=O)N/N=C(\C)c2ccc3c(c2)OCCO3)cc1 | i | -3 | i | i | i | -14 | -0.3 | i | i | i | i
COc1ccc(OCC(=O)Nc2ccc3c(c2)nc(CN2CCCC2)n3C)cc1 | i | 1 | i | i | i | 1 | 0.6 | i | i | i | i
CCn1c(SCC(=O)NC(=O)NC(C)(C)C)nc2ccccc21 | i | -3 | i | i | i | 0 | -1.2 | i | i | i | i
O=C(COc1ccccc1)N/N=C/c1cc2c(cc1[N+](=O)[O-])OCO2 | i | -1 | i | i | i | 0 | -0.3 | i | i | i | i
C/C(=N\NC(=O)C(=O)N/N=C(\C)c1cccc(O)c1)c1cccc(O)c1 | i | -4 | i | i | i | 1 | 0.2 | i | i | i | i
Cc1ccc2nc(SCC(=O)Nc3ccc4c(c3)CCC4)[nH]c2c1 | i | -1 | i | i | i | -2 | 0.6 | i | i | i | i
COc1ccc(C)cc1NS(=O)(=O)c1ccc2c(c1)N(C(C)=O)CCO2 | i | -3 | i | i | i | 7 | 0.0 | i | i | i | i
CC1CN(C(=O)c2ccncc2)CC(C)O1 (centres undefined) | i | -7 | i | i | i | -3 | 0.0 | i | i | i | i
Cc1ccc(NC(=O)NC(=O)CSc2nnc(-c3ccc(OC(F)F)cc3)n2N)c(C)c1 | i | 6 | i | i | i | -2 | 2.1 | i | i | i | i
CN(C)c1ccc(-c2nc3ccccc3c(=O)[nH]2)cc1 | i | -8 | i | i | i | ? | -2.3 | i | i | i | i
C/C(Cn1cnc([N+](=O)[O-])n1)=N\NC(=O)c1ccccc1 | i | 1 | i | i | i | 0 | 2.7 | i | i | i | i
Cc1cccc(NC(=O)c2sc3nc(-c4ccccc4)cn3c2C)n1 | i | 11 | i | i | i | 1 | 2.3 | i | i | i | i
Cc1ccc(CN(CC(=O)NC2CCCC2)C(=O)c2csnn2)cc1 | i | -4 | i | i | i | -5 | 0.0 | i | i | i | i
COc1ccc(CN2CCN(C(=O)c3ccc(-c4ccccc4)cc3)CC2)c(OC)c1OC | i | -22 | i | i | i | 3 | -0.1 | i | i | i | i
CN(CCCN1CCOCC1)C(=O)c1ccc2nc(Cc3cccc(Cl)c3)oc2c1 | i | -7 | i | i | i | -28 | 0.1 | i | i | i | i
CCN1C(C(=O)Nc2cc(C)on2)=C(O)c2ccccc2S1(=O)=O | i | 2 | i | i | i | -2 | 0.1 | i | i | i | i
Cn1c(CCNC(=O)c2ccco2)nc2ccccc21 | i | -5 | i | i | i | . | -1.2 | i | i | i | i
OCCN1CCN(C2Cc3cc(Cl)ccc3Sc3ccc(Cl)cc32)CC1 (centres undefined) (tested in a mixture with another compound) | i | 11 | i | i | i | 3 | 0.9 | i | i | i | i
CC(C)CCOc1ccccc1C(N)=O | i | -4 | i | i | i | -5 | -0.1 | i | i | i | i
CCCS(=O)(=O)c1nnnn1-c1cccc(OC)c1 | i | -6 | i | 50* | i | 4 | -1.9 | i | i | i | i
COc1ccccc1C(=O)NCC(=O)OC(C)C(=O)NC(=O)NC1CCCCC1 (centres undefined) | i | -4 | i | i | i | 0 | -0.2 | i | i | i | i
O=C(Cn1nnc(-c2ccccc2)n1)c1ccccc1 | i | -3 | i | i | i | -9 | 0.3 | i | i | i | i
CC(C)Oc1ccc(CCC(=O)NNC(=S)NCc2ccccc2)cc1 | i | -7 | i | i | i | -4 | 0.0 | -6* | i | i | i
CCC1(c2ccccc2)NC(=O)N(CC(=O)Nc2ccccc2N2CCCCC2)C1=O (centres undefined) | i | -3 | i | i | i | -5 | -0.7 | i | i | i | i
Cc1ccc(OCC(=O)Nn2c(C)nc3ccccc3c2=O)c(C(C)C)c1 | i | -2 | i | i | i | 6 | -0.5 | i | -11* | i | i
Clc1ccc(C[n+]2cc(-c3ccccc3)n3c2CCCCC3)c(Cl)c1 | i | 15 | i | i | -6* | -6 | -0.4 | -6* | i | i | i
O=C(CCSc1nnc(-c2ccncc2)o1)Nc1ccc(F)cc1 | i | -13 | i | i | i | 3 | -0.3 | i | i | i | i
COc1ccc(C2CC(c3ccc(Cl)cc3Cl)Nc3nc(N)nn32)cc1OC (centres undefined) | i | 3 | i | i | i | -7 | -0.3 | i | i | i | i
CCOc1ccccc1C(C(=O)NC1CCCC1)N(C(=O)c1csnn1)C1CC1 (centres undefined) | i | -4 | i | i | i | 13 | 1.9 | i | i | i | i
CS(=O)(=O)N1CCN(c2ccccc2NC(=O)c2cccc3ccccc23)CC1 | i | 5 | i | i | i | -1 | -3.4 | i | i | i | i
CCCCOc1ccc(C(=O)NCC(=O)NC2CCN(Cc3ccccc3)CC2)cc1 | i | -2 | i | i | i | -9 | -0.6 | i | i | i | i
O=C1C2CC=CCC2C(=O)N1Cc1nnc(-c2ccccc2Br)o1 (centres undefined) | i | -2 | i | i | i | 1 | 0.5 | i | i | i | i
CC(=O)c1cccc(NC(=O)NCc2ccccn2)c1 | i | -1 | i | i | i | 8 | 1.0 | i | i | i | i
CCn1c(CNc2ccc(Cl)cc2)nnc1SCc1ccc(C)cc1 | i | 9 | i | i | i | 5 | -0.5 | i | i | i | i
O=C(NCCc1ccc(Cl)cc1)C1CC(=O)N(C2CCCCC2)C1 (centres undefined) | i | -1 | i | i | i | -3 | 0.0 | i | i | i | i
Cc1ccc2cc(CN(CC3CCCO3)S(=O)(=O)c3cccc4nsnc34)c(=O)[nH]c2c1 (centres undefined) | i | -15 | i | i | i | -1 | -0.4 | i | i | i | i
CCOC(=O)N1CCN(c2nc(SC)nc3sc4c(c23)CC(C)(C)OC4)CC1 | i | 10 | i | i | i | 10 | -0.1 | i | i | i | i
COc1ccc(O)c(/C=C(\C#N)C(=O)Nc2ccccn2)c1 | i | -9 | i | . | i | -1 | 0.9 | i | . | . | i
CN(Cc1ccccc1)C(=O)COc1ccc(C(C)(C)C)cc1 | i | 4 | i | i | i | -11 | 2.9 | i | i | i | i
C/C(=N/OCC(=O)Nc1ccc(C)cc1C)c1cccs1 | i | -1 | i | i | i | -12 | 0.3 | i | i | 27* | i
COc1ccc(OC)c(NC(=O)CCCNC(=O)Cn2cnc3sc(C)c(C)c3c2=O)c1 | i | 1 | i | i | i | -1 | -0.3 | i | i | i | i
Cn1cnnc1SCC(=O)Nc1ccc2nc(SCc3ccccc3F)sc2c1 | i | 14 | i | i | i | 9 | 1.5 | i | i | i | i
COC(=O)c1cc(C)cc(=O)o1 | i | -10 | i | i | i | -18 | -0.2 | i | i | i | i
NNC(=O)c1ccc(CSc2n[nH]c(=O)[nH]c2=O)cc1 | i | -12 | i | i | i | 6 | 0.2 | i | i | i | i
Cc1ccsc1-c1nc(CSCC(=O)NCc2ccc3c(c2)OCO3)c(C)o1 | i | -13 | i | i | i | 1 | -0.1 | i | -4.8* | i | i
CCCN1CC(=O)N2Cc3[nH]c4ccccc4c3C[C@H]2C1=O | i | 4 | i | i | i | -3 | -0.6 | i | i | i | i
CCCCCN(C(=O)CCC(=O)OCC(=O)N(C)Cc1ccccc1C)c1c(N)n(CCCC)c(=O)[nH]c1=O | i | 1 | i | i | i | 3 | -9.7 | i | i | i | i
C(=C\c1ccccc1)/C=N/Nc1ccc2nncn2n1 | i | -1 | i | i | i | -2 | 0.5 | i | i | i | i
Cc1noc(NS(=O)(=O)c2ccc(NC(=O)c3cc(-c4ccccc4Cl)nc4ccccc34)cc2)c1C | i | 25 | i | 39* | i | 1 | -0.7 | i | i | i | i
Cn1c(=O)c2c([nH]c(=S)n2CCCc2ccccc2)n(C)c1=O | i | 2 | i | i | i | -7 | -6.2 | i | i | i | i
CC(Cc1cccs1)NC(=O)Nc1ccc(F)cc1 (centres undefined) | i | 6 | i | i | i | 0 | 0.9 | i | i | i | i
CC(NC(=O)COC(=O)/C=C/c1ccco1)c1ccccc1 (centres undefined) | i | 3 | i | i | i | 1 | 0.3 | i | i | i | i
CCC(CC)C(=O)c1c[nH]c(C(=O)NCc2ccc(F)cc2)c1 | i | -8 | i | i | i | -1 | 0.2 | i | i | i | i
CC(=O)c1cnc(Nc2nc(C)c3ccc(C)cc3n2)nc1C | i | 10 | i | i | -5.7* | 4 | 0.3 | i | i | i | i
Cc1ccc(C(c2nnnn2C2CCCC2)N2CCN3CCCC3C2)cc1 (centres undefined) | i | -2 | i | i | i | 4 | -0.7 | i | -6.4* | i | i
CCC(=O)c1cn(CC(=O)OC)c2ccccc12 | i | 0 | i | i | i | 1 | -0.1 | i | i | i | i

Records listed so far that bear a hit mark in TRPC4 block.
Compound | RGS4 block | MrgX1 agonist | Platelet DG rel | TRPC4 block | MrgX1 antagonist | TRPC6 act
CC(C)Oc1ccc(CCC(=O)NNC(=S)NCc2ccccc2)cc1 | i | i | -4 | -6* | i | i
Clc1ccc(C[n+]2cc(-c3ccccc3)n3c2CCCCC3)c(Cl)c1 | i | i | -6 | -6* | i | i
